Menin-MLL TR inh: menin-MLL binding inhibition, Texas Red mutant peptide; O00255; Menin + Texas Red MLL mutant peptide, fluorescence polarization; Potency, µM (top dose mostly 61.6 µM), for the others: at the top dose FP activity change, negative = inhibition, hits mostly inhibitors; 0.23% of 270,000 active; active means well fitted inhibition curve with a large enough effect in the polarisation, with a control signal flat, not every such curve was filed as active; inconclusive means small, poorly fitted or top-dose-only effect, or effect the other way, or a change in a side signal; inactive means no such curve, though single readings can be large or run the other way; the % refers to the polarisation; further: potency means the concentration at half of the fitted maximal effect; % of control where 0% means no effect; many of its hits are not listed in these tables
p53 reactivation: mutant p53 re-activation in reporter cells. H1299 p53-A138V BP100-luciferase reporter, luminescence, 24 h. 0.063% of 320,000 active. Potency, µM (series often up to 92.2 µM), for the others: at the top dose activity change, positive = activation, actives largely listed as activators. AID 504706; further: potency means the concentration at half of the fitted maximal effect; % of control where 0% means no effect; nearly all actives have a fitted effect of over 45% in size
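H1299 (p53-null), stable ts p53-A138V + BP100-Luc; 1000 cells/well, Opti-MEM/10% FBS; cpd 4 pt, 1:5; 24 h, 37 deg C, 5% CO2; detection reagent 10 min RT; luminescence.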
RORg inh: blocks mouse ROR gamma transcriptional activity; 5.4% of 310,000 active; Drosophila S2 Gal4-RORgamma UAS-luciferase reporter, 20 h; P51450; Potency, µM (titrated, usually from 53.6 µM), without a hit: at the top dose activity change, negative = inhibition, actives largely listed as inhibitors; AID 2551; further: potency means the concentration at half of the fitted maximal effect; on the % scale 0 is the no-effect control and ±100 the full control effect; nearly all actives have a fitted effect of over 60% in size
Target sequence (P51450 whole entry, looked up, the tested form may be a part): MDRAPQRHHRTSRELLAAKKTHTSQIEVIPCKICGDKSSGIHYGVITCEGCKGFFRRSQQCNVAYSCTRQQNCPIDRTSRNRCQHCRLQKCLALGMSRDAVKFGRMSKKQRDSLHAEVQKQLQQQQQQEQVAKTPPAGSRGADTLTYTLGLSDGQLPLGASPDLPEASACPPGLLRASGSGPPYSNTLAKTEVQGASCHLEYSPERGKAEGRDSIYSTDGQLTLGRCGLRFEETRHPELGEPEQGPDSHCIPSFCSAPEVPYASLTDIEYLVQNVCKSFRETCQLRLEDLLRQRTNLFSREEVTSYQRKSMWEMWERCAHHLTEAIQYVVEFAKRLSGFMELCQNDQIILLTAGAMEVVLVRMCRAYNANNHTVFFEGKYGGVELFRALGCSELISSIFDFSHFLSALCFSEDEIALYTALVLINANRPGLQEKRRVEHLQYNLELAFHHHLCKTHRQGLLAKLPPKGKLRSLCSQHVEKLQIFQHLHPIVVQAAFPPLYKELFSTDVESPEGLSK
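Compounds are pin-transferred onto Drosophila Schneider cells expressing a copper-inducible Gal4–ROR gamma transactivation domain fusion. After 1 hr, copper sulfate is added to 700 uM final; luciferase is read 20 hr later.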
Giardia kill: kills Giardia lamblia; Giardia lamblia trophozoite viability; activity change, % at 7.66 µM, hits read low; 0.15% of 340,000 active; AID 540267; in the data active means activity change below about -80%; inconclusive means between about -30% and that limit;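 further: parasites exposed to compound for two days anaerobically before the ATP read; on the % scale 0 is the no-effect control and ±100 the full control effect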
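Luminescence from cellular ATP indicates surviving trophozoites (100 cells/well) following 48 hrs anaerobic compound treatment at 37 deg C; signal develops 15-30 min at room temperature.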
FLuc counter: inhibits or activates purified firefly luciferase, miR-21 counter-screen; purified FLuc, Km substrates, luminescence inhibition; Potency, µM (highest dose often 57.5 µM), for the others: at the highest dose activity change, negative = inhibition, hits mostly inhibitors; 6.9% of 360,000 active;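 further: potency means the concentration at half of the fitted maximal effect; plate controls were vehicle for no effect and reference inhibitor for full effect; nearly all actives have a fitted effect of over 55% in size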
Target sequence (P08659 whole entry, looked up): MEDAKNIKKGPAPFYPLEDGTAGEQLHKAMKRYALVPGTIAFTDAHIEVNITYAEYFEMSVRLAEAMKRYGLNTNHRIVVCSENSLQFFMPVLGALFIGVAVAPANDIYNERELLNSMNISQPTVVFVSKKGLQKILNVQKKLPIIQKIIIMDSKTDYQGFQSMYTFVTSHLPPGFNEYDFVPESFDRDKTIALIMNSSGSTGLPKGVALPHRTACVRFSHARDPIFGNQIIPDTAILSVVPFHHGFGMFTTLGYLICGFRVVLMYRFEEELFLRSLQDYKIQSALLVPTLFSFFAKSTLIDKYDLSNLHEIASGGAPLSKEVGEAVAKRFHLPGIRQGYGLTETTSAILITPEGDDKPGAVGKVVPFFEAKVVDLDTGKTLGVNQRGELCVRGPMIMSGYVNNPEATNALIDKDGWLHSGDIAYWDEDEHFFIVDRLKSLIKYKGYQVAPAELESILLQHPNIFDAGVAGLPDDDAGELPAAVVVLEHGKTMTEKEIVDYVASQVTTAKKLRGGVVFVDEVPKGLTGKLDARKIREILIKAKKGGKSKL
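Biochemical qHTS of compounds, final roughly 60 µM downward over six points, against 10 nM purified firefly luciferase using Km concentrations of substrates (10 uM D-luciferin, 10 uM ATP) in Tris acetate pH 7.5 buffer; luminescence output.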
ELG1 genotox: induces genotoxicity in HEK293T cells with luciferase-tagged ELG1 | HEK293T ELG1-luciferase reporter, luminescence, 16 h | Potency, µM (titrated, usually from 46 µM), without a hit: top-dose activity change, positive = activation, most hits filed as activators | 1.3% of 330,000 active; further: potency means the concentration at half of the fitted maximal effect; % of control where 0% means no effect; nearly all actives have a fitted effect of over 60% in size
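HEK293T cells expressing luciferase-tagged ELG1 were exposed to compound or DMSO vehicle for 16 hr at 37 °C and 5% CO2. Luciferase activity was then measured with ONE-Glo after 30 min at room temperature.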
NPC1 prom act: NPC1 promoter activation | Potency, µM (highest dose often 9.22 µM), for inactives: top-dose activation, actives largely listed as activators | 2.4% of 320,000 active | AID 485313 | Huh7 NPC1 promoter luciferase reporter, 24 h;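 further: potency means the concentration at half of the fitted maximal effect; % of control where 0% means no effect; nearly all actives have a fitted effect of over 60% in size; reporter is driven by a mutant NPC1 promoter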
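Luciferase expression driven by the NPC1 promoter was measured in stably transfected Huh7 cells after a 24 h compound incubation, using a luciferase reagent and a luminescence read.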
Gal4-VP16 FLuc: counter-screen for ROR gamma inhibitors: Gal4-VP16 reporter; Drosophila S2 Gal4-VP16 UAS-luciferase, luminescence, 20 h; Potency, µM (series often up to 53.6 µM), for inactives: at the top dose activity, negative = inhibition, most hits filed as inhibitors; 3.5% of 310,000 active; AID 2546;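 further: Gal4-VP16 expression switched on by copper sulfate through the metallothionein promoter; potency means the concentration at half of the fitted maximal effect; on the % scale 0 is the no-effect control and ±100 the full control effect; nearly all actives have a fitted effect of over 50% in size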
Rab9 promoter act: activates the Rab9 promoter. Huh7 Rab9 promoter-luciferase reporter, luminescence, 24 h. Potency, µM (doses to about 9.22 µM), for the others: top-dose activation, negative = inhibition, actives largely listed as activators. 2.8% of 320,000 active. AID 485297; further: potency means the concentration at half of the fitted maximal effect; % of control where 0% means no effect; nearly all actives have a fitted effect of over 60% in size
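Luciferase signal after 10 min detection reagent at ambient indicates Rab9 promoter upregulation; stably transfected Huh7 cells were treated 24 h with compound in DMSO at 37 °C, 5% CO2.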
PKM2 act: PKM2 (human) enzyme activation; purified PKM2, Kinase-Glo ATP luminescence, activation; response scale: 0% is enzyme alone, no compound; 0.34% of 260,000 active; Potency, µM (highest dose often 57.5 µM), for inactives: at the highest dose activation, actives largely listed as activators; AID 1631; P14618; further: potency means the concentration at half of the fitted maximal effect; on the % scale 0 is the no-effect control and ±100 the full control effect; nearly all actives have a fitted effect of over 55% in size
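ATP formation by purified human PK-M2, quantified via coupled luciferase luminescence after 1 h at room temperature with 0.1 mM ADP and 0.5 mM PEP final.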
BRCA1 expr up: activators of BRCA1 expression; 1.1% of 380,000 active; AID 624202; Potency, µM (series often up to 46.1 µM), without a hit: at the top dose activation, hits mostly activators; MCF7-BRCA1-FFLuc reporter, luminescence, 48 h; response scale: scaled: vehicle 0%, 10 µM genistein 100%; further: potency means the concentration at half of the fitted maximal effect; nearly all actives have a fitted effect of over 80% in size; some results filed as inactive show a strong effect at the top dose
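MCF7-BRCA1-FFLuc cells, 2000/well in phenol-red-free MEM, attached 2 h then treated 48 h at 37 C. Luciferase luminescence read 15 min after reagent; normalized to genistein maximum activation (10microM) and DMSO, concentration-response fitted.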
An asterisk follows results filed as active; ? = inconclusive; · = no result given; [ ] = dose if it differs, or a comment. Unless noted, the call rests on the fitted dose curve; in most records, active means well fitted curve in the direction sought with a large enough effect; inconclusive means small, poorly fitted or top-dose-only effect, or another doubt; inactive means no such curve, though single readings can be large; an effect the other way counts as inactive or inconclusive. These rows are one share of the data; count on the stated rates, not on these rows.

SMILES | Menin-MLL TR inh | p53 reactivation | RORg inh | Giardia kill | FLuc counter | ELG1 genotox | NPC1 prom act | Gal4-VP16 FLuc | Rab9 promoter act | PKM2 act | BRCA1 expr up
CC(=O)NCCn1c(SCC(=O)NCc2ccco2)nc2ccccc2c1=O | · | 0% | 10% | 3 | 0% | -1% | -5% | -1% | 7% | 0% | 14%
CCOc1ccc(N/C=C/C(=O)c2ccc3ccccc3c2)c([N+](=O)[O-])c1 | ? | 5% | -4% | -8 | 0.85µM* | 16% | 2µM* | -10% | 2µM* | -2% | ?
O=c1nc2scc(-c3ccccc3)n2c2ccccc12 | 8% | 3% | 19% | -2 | 2% | 5% | 14% | 13% | 5% | 1% | 8%
COc1cccc(CN(C)CC(=O)NC(=O)NCc2ccco2)c1 | -9% | 8% | -6% | 2 | -2% | -2% | 0% | 13% | -4%[1.84 µM] | 1% | 10%
O=C(CCNC(=O)c1ccc(Cl)cc1)Nc1ccccc1N1CCCC1 | · | -11% | · | -10 | 1% | -1% | -9% | · | 1% | · | -36%
COc1ccc(OCC(=O)N2CCN(C(=O)COc3ccccc3)CC2)cc1 | -9% | -2% | 21% | -22 | 1% | -2% | -4% | -2% | -3% | 1% | 2%
CC(C)NC(=O)c1ccc(CNC(=O)OCC(F)(F)F)cc1 | -2% | 3% | 6% | 17 | 2% | -6% | 0% | 3% | 2% | -6% | 4%
CC1CCN(Cc2c(C(=O)N3CCc4ccccc4C3)nc3ccc(Cl)cn23)CC1 | · | 1% | 18% | 13 | -1% | -8% | -1% | 1% | 0% | -7% | -7%
Cc1cccc(C2Nc3ccccc3C(=O)N2CCc2ccccc2)n1 (stereo not drawn) | -15% | ? | 20% | 2 | ? | 0% | 2% | -8% | 15% | -1% | 31%
O=C(N=C1SC2CS(=O)(=O)CC2N1c1ccc(OC(F)(F)F)cc1)C1CC1 (stereo not drawn) | · | 4% | 16% | 22 | 2% | 3% | -1% | 9% | 5% | · | 0%
COc1ccc(S(=O)(=O)Nc2ccccc2C(=O)N2CCOCC2)cc1C | 9% | -2% | -3% | -22 | -1% | -3% | -3% | 2% | -1% | · | 27%
CCN(CC)C(=O)CSC1=Nc2ccccc2C2=NC(Cc3c[nH]c4ccccc34)C(=O)N12 (stereo not drawn) | ? | -2% | -29% | 20 | 0% | 0% | 0% | -4% | -11% | 15% | -13%
CC1CCCCC1NC(=O)CN1C(=O)NC(Cc2ccccc2)(Cc2ccccc2)C1=O (stereo not drawn) | · | -4% | -6% | 13 | 1% | -1% | -3% | -5% | 0% | -5% | 7%
CCn1c2ccccc2c2nn(C)c(=N)nc21 | 1% | -5% | -9% | 9 | -1% | 1% | -3% | -6% | 1% | -1% | 10%
Cc1ccc(N(CC(=O)NCC(O)c2ccccc2)S(=O)(=O)c2ccc(C)cc2)cc1 (stereo not drawn) | -6% | -6% | 8% | 6 | -3% | 0% | 7% | 0% | 1% | 2% | -36%
CC(C)c1nc2oc3c(N(C)CCO)ncnc3c2c2c1CCC2 | · | 0% | -3% | -14 | 1% | -5% | -5% | -2% | -9% | -2% | -21%
CCCOC(=O)NC1CCS(=O)(=O)C1 (stereo not drawn) | 0% | 7% | 19% | 9 | 0% | 3% | 3% | 1% | -7% | 4% | -20%
Cc1ccc(C(C)C)cc1S(=O)(=O)NCc1cccnc1 | -4% | -4% | ? | 15 | 7% | -4% | -2% | 18µM* | -4% | 22% | -19%
CCCCCCNC(=O)CNC(=S)N(Cc1cccs1)C1CCCCC1 | ? | 12% | ? | -9 | 3% | -5% | -1% | ? | 0% | · | -37%
Cc1ccc(Nc2ccc([N+](=O)[O-])nc2[N+](=O)[O-])cc1 | 15% | ? | ? | -96* | 3% | -14% | -2% | ? | 0% | 2% | 2%
Cc1cc(-c2n[nH]c(=S)n2-c2ccccc2)nn1C | 7% | -7% | -24% | -13 | 1% | 4% | -7% | -7% | -1% | -7% | -3%
Cc1cc(C)cc(NC(=O)CSc2ncc(S(=O)(=O)c3ccccc3)c(=O)[nH]2)c1 | 16% | -3% | 14% | · | -6% | 1% | 1% | 1% | -4% | 1% | ·
CCOC(=O)N1CCC(NC(=O)CS(=O)(=O)Cc2nc(-c3ccc(OC)cc3)oc2C)CC1 | · | 5% | 39% | 6 | -4% | -3% | -4% | ? | -4% | · | 21%
CC1CCC(NC(=O)CCS(=O)(=O)c2ccc3c(c2)CCN3C(=O)C2CC2)CC1 (stereo not drawn) | · | 11% | 12% | 10 | 2% | -5% | 2% | 5% | 0% | · | 12%

Single values from the entries so far:
NPC1 prom act with Cc1ccc(C(C)C)cc1S(=O)(=O)NCc1cccnc1 : -2%
PKM2 act with CCCOC(=O)NC1CCS(=O)(=O)C1 (stereo not drawn) : 4%

Next results follow.
SMILES | Menin-MLL TR inh | p53 reactivation | RORg inh | Giardia kill | FLuc counter | ELG1 genotox | NPC1 prom act | Gal4-VP16 FLuc | Rab9 promoter act | PKM2 act | BRCA1 expr up
O=C(OCCN1C(=O)c2cccc3c(N4CCOCC4)ccc(c23)C1=O)c1ccc(Cl)cc1Cl | 5% | -4% | 35% | 6 | -2% | -8% | -25% | -5% | -26% | -1% | -73%
Cc1c(NC(=O)c2ccc3ncccc3c2)c(=O)n(-c2ccccc2)n1C | 1% | -8% | -14% | -5 | 1% | 0% | -5% | 0% | -5% | 1% | 0%
CC(=O)c1cc2c(cc1NC(=O)CN1CCCCC1C)OCO2 (stereo not drawn) | -10% | -1% | -2% | -4 | 2% | -2% | 1% | -1% | -2% | -3% | -7%
O=C1C(Cl)=C(N2CCCCC2)C(=O)C(Cl)=C1c1cnc(N2CCCCC2)s1 | ? | 16% | ? | 19 | 9.5µM* | -4% | -28% | ? | -30%[inhibitor] | 4% | -54%
O=C(NCCCn1ccnc1)c1ccc(F)cc1 | 9% | 3% | -10% | -9 | -1% | 1% | 0% | -3% | 0% | 28% | -16%
CN1C(=O)CSc2ccc(NC(=O)N3CCOCC3)cc21 | 5% | -4% | -23% | 1 | -13% | 1% | 0% | 2% | -1% | -3% | -21%
O=C(CSCc1ccc(Cl)cc1)Nc1cc([N+](=O)[O-])ccc1O | ? | 3% | ? | 1 | -15% | -14% | 0% | ? | 0% | 3% | -4%
CCCCN1C(=O)C(O)=C(C(C)=O)C1c1ccccc1 (stereo not drawn) | 1% | 0% | 11% | 13 | 0% | 1% | -2% | 8% | 1% | 0% | -22%
Nc1ccc(C(=O)c2cccs2)cc1 | -10% | 7% | 2% | -7 | ? | 7% | 2% | -9% | 2% | -2% | 69%
COc1ccc(Cn2c(-c3ccc(OC)cc3)nc3c(c(=O)c4ccccc4n3C)c2=O)cc1 | -20% | -13% | 4% | · | 8% | -1% | 2% | -7% | -4% | -3% | ·
Cc1ccc2nc(SC(C(=O)c3ccccc3)c3ccccc3)nc(C)c2c1 (stereo not drawn) | -7% | -5% | ? | 16 | 1% | 0% | -4% | 16µM* | -10% | 10% | -35%
CCCC(=O)N1N=C(c2ccccc2)CC1c1cn(C)c2ccccc12 (stereo not drawn) | -12% | 8% | -2% | -11 | ? | 2% | -1% | -4% | -3% | 8% | -36%
Cc1cccc(OCCCC(=O)N2CCCc3ccccc32)c1C | ? | 15% | ? | -8 | -14% | -1% | -1% | -18% | 3% | 17% | -5%
Cc1ccc(NC2=NCCC2)cc1Cl | -13% | -11% | ? | -17 | -2% | -2% | 1% | -9% | -7% | -18% | 8%
Cc1ccc(-n2c(C)cc(/C=N/NC(=O)Cn3c4ccccc4c(=O)c4ccccc43)c2C)cc1 | 10% | -5% | -33% | -20 | -18% | -4% | -2% | 2% | -1% | -9% | -28%
NC(=O)c1nsc(C(=O)N(CC(=O)NC2CCCC2)c2cnc3ccccc3c2)c1N | · | -3% | 1% | · | -2% | -1% | -3% | 1% | -1% | -4% | ·
CCn1c(=O)c(C(=O)CC#N)c(N)n(Cc2ccccc2)c1=O | · | -4% | 15% | -14 | 2% | 2% | -2% | -3% | -3% | -2% | 0%
CCOC(=O)N1CCN(Cc2ccc(O)c3ncccc23)CC1 | -14% | 3% | 2.5µM* | -2 | 0% | -6% | 1% | 5µM* | -12% | 1% | -31%
COc1cc(/C=N/N2CCOCC2)ccc1OCc1ccc(Cl)cc1 | 1% | 1% | 13% | 3 | 11µM* | ? | -3% | -9% | 17% | 1% | 2.2µM*
CCC(C)C1NC(=S)N(Cc2ccccc2)C1=O (stereo not drawn) | 9% | 13% | 10µM* | -5 | 1% | -4% | -2% | ? | -8% | -2% | -19%
CCOC(=O)C1CCN(C(=O)c2cccc(Cl)c2)CC1 | 10% | -1% | -22% | -4 | 3% | -3% | -3% | 6% | -2% | 1% | 13%

Screening results deposited in PubChem BioAssay by National Center for Advancing Translational Sciences (NCATS).
